Compound activity from PubChem.
Rac1 wt GTP bind: wildtype Rac1 GTP binding modulators, primary screen, biochemical, GST-Rac1 beads, flow cytometry, multiplex | 190,000 compounds, 0.27% hits | GTP binding activity (% of control), % at 10 µM | fluorescent GTP binding; actives lie on both sides; 0 = cold GTP competed, 100 = untreated;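 active = GTP binding activity at least 20 points away from the 100% control level, either lower or higher; inconclusive = compound flagged as likely green fluorescent, judged across all proteins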
Rab2 wt GTP: modulators of GTP binding to Rab2A wildtype, primary screen, biochemical, dog, bead-based flow cytometry, multiplex; GTP binding activity, % at 10 µM; GST-Rab2 wt beads, Bodipy-GTP binding; 190,000 compounds, 0.19% hits;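 active = GTP binding activity at least 20 points away from 100%, either lowered or raised; inconclusive = signal likely due to the compound's own green fluorescence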;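 also: 0% = beads with excess unlabeled GTP and 100% = no-compound control corrected for plate trend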
Rac1 act GTP bind: GTP binding modulators of activated mutant Rac1, primary screen, biochemical, bead-based flow cytometry, multiplex, fluorescent GTP. GST-Rac1 activated beads; actives lie on both sides; 100% means binding = to untreated wells. AID 764, 2007. Ras-related C3 botulinum toxin substrate 1 (Homo sapiens), P63000. 190,000 compounds, 0.11% hits. percent activity (GTP binding), % at 10 µM;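 active = GTP binding at least 20 percentage points away from the 100% baseline, in either direction, so actives lie on both sides; inconclusive = Compound likely fluorescent itself, or too few beads counted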
Cdc42 wt: modulators of GTP binding to wildtype Cdc42, primary screen, biochemical, multiplex bead flow cytometry, Bodipy-GTP | percent activity (GTP binding), % at 10 µM | 190,000 compounds, 0.2% hits | Cell division control protein 42 homolog (Homo sapiens), P60953 | GST-Cdc42 beads; actives lie on both sides | AID 761, 2007;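 active = percent activity GTP binding at least 20 points away from the 100% baseline, either down as inhibitor or up as activator; inconclusive = compound flagged as likely green fluorescent from well-wide comparison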;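 also: median bead fluorescence of bound Bodipy-FL-GTP at 100 nM; 0% = excess unlabeled GTP control and 100% = no compound control; below 100% means less GTP binding so inhibitor and above means activator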
Target sequence (P60953 whole entry, looked up): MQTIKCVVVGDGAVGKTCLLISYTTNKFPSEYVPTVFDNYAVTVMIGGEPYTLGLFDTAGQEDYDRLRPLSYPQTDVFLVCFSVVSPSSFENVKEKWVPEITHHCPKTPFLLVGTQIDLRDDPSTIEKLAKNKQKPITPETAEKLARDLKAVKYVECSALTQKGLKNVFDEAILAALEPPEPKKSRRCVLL
Pf gametocyte: late stage P. falciparum gametocyte viability inhibitors, primary screen, ATP luminescence, HTS | 150,000 compounds, 0.065% hits | inhibition, % at 10.9 µM | P. falciparum stage V gametocytes, 24 h;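 active = inhibition above the mean plus 3 SD of compounds within the control limits, set per campaign, cut at about 38% in these data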;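 also: 0% = DMSO wells and 100% = medium only without gametocytes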
Mcl1-Bid inh: Mcl-1/Bid binding inhibitors, primary screen, biochemical, TR-FRET, 1536-well; Induced myeloid leukemia cell differentiation protein Mcl-1 (Homo sapiens), Q07820; TR-FRET Mcl-1/Bid-Dy647 peptide binding; inhibition, % at 21.7 µM; 220,000 compounds, 0.97% hits; AID 1021, 2008;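 active = compounds that cut the binding signal by more than half at the single screening dose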;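 also: His-tagged Mcl-1 with europium anti-His antibody binding Bid BH3 peptide; 0% = Mcl-1 plus peptide wells and 100% = peptide-only wells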
Target sequence (Q07820 whole entry, looked up): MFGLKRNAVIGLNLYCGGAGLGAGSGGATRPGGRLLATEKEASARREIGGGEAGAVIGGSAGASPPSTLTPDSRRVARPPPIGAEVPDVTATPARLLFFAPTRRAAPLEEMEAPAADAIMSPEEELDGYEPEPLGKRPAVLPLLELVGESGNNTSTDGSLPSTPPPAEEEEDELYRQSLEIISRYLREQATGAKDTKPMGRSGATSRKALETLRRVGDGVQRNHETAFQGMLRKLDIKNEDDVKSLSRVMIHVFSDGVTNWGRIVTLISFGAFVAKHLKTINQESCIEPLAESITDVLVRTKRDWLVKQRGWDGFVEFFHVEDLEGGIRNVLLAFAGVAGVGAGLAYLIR
Mcl1-Noxa inh: Mcl-1/Noxa binding inhibitors, primary screen, biochemical, TR-FRET, 1536-well; Induced myeloid leukemia cell differentiation protein Mcl-1 (Homo sapiens), Q07820; TR-FRET Mcl-1/Noxa peptide binding, 2 h; inhibition, % at 21.7 µM; AID 1022, 2008; 220,000 compounds, 1.5% hits;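 active = compounds that cut the protein-peptide binding signal by more than 50% relative to plate controls in a single-dose test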;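 also: His-tagged Mcl-1 with rhodamine Noxa BH3 peptide and terbium anti-His antibody; 0% = Mcl-1 plus Noxa peptide wells and 100% = peptide-only wells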
RGS8-Gao reg: RGS8-Galphao binding modulators, primary screen, biochemical, multiplexed bead flow cytometry; Guanine nucleotide-binding protein G(o) subunit alpha (Homo sapiens), P09471; actives lie on both sides; response (percent of control binding), % at 10 µM; 220,000 compounds, 0.34% hits; AID 1423, 2008; in the data active = response below about 60% or above about 140%; inactive = in between;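 also: Galphao activated as the GDP aluminium fluoride complex binding bead-coupled RGS8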
Target sequence (P09471 whole entry, looked up): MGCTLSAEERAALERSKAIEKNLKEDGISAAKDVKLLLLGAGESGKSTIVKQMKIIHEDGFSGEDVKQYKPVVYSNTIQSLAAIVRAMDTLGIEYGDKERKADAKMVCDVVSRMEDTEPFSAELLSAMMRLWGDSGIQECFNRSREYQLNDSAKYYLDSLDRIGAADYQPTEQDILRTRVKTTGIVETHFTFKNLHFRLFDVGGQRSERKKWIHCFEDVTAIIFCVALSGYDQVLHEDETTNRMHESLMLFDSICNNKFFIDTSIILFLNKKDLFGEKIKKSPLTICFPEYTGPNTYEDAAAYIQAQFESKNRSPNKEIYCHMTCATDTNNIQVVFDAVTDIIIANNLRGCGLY
Bim-Mcl-1: inhibitors of Bim peptide binding to Mcl-1, primary screen, biochemical, bead-based flow cytometry, multiplex | Induced myeloid leukemia cell differentiation protein Mcl-1 (Homo sapiens), Q07820 | Bim peptide-Mcl-1 binding | inhibition, % at 10 µM | 190,000 compounds, 0.1% hits | AID 1009, 2008; in the data active = inhibition above about 40%;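 also: 0% = no compound tracer wells and 100% = peptide blocker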
HRas wt GTP: modulators of GTP binding to HRas wildtype, primary screen, biochemical, bead-based flow cytometry, multiplex | GTPase HRas (Homo sapiens), P01112 | GST-Ras wt beads, Bodipy-FL-GTP binding; actives lie on both sides | GTP binding activity, % at 10 µM | 190,000 compounds, 0.14% hits | AID 759, 2007;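 active = GTP binding activity at least 20% away from the 100% baseline, either lowered as inhibitor or raised as activator; inconclusive = flagged as likely green fluorescent, judged across all proteins in the well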;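 also: 0% = unlabeled GTP competition control and 100% = no-compound control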
Rab7 wt GTP bind: modulators of GTP binding to Rab7, primary screen, biochemical, wildtype, multiplex bead flow cytometry; GST-Rab7 beads, fluorescent GTP binding; actives lie on both sides; untreated = 100%, excess cold GTP = 0%; GTP binding activity (percent of control), % at 10 µM; 190,000 compounds, 0.055% hits;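 active = fluorescent GTP binding to Rab7 beads changed by at least 20 points from the 100% baseline, either direction, mostly lower; inconclusive = compound itself probably fluorescent, or too few beads counted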;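 also: median green fluorescence of bound Bodipy-FL-GTP per Rab7 bead population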
* marks the source's active call; other numbers are inactive results; ? = inconclusive; · = not tested or not shown.

entry	SMILES	Rac1 wt GTP bind	Rab2 wt GTP	Rac1 act GTP bind	Cdc42 wt	Pf gametocyte	Mcl1-Bid inh	Mcl1-Noxa inh	RGS8-Gao reg	Bim-Mcl-1	HRas wt GTP	Rab7 wt GTP bind
1	O=C(COC(=O)c1ccc(Cl)nc1)Nc1ccccc1OC(F)F	?	?	?	?	12	-8	-2	103	0	?	?
2	CCCNC(=S)N1CC2(C)CN(C(=O)C(=O)OC)CC(C)(C1)C2=O	98	100	94	101	-4	-22	-5	102	0	99	107
3	Cc1ccc(C)n1-c1cccc(S(=O)(=O)N2CCOCC2)c1	103	97	96	96	-23	-11	3	104	2	97	96
4	O=C(NCc1ccco1)c1ccc(COc2cccc3ccccc23)cc1	102	94	98	98	-10	10	11	100	-5	99	100
5	Cc1cc(-c2nnc(SCc3ccccn3)o2)no1	100	98	97	102	·	-37	11	99	2	102	98
6	O=c1cc(N2CCc3ccccc32)[nH]c(=O)n1-c1ccc(Br)cc1	100	99	93	100	·	-19	21	107	0	99	99
7	O=C(c1ccc(Cl)c(S(=O)(=O)N2CCCCCC2)c1)N1CCOCC1	99	98	94	95	-4	0	8	103	-1	95	96
8	CCC(CO)n1c(SCc2cc([N+](=O)[O-])cc3c2OCOC3)nc2ccccc2c1=O (stereo not given)	103	99	98	99	2	-5	-2	100	2	98	100
9	COc1ccc(/C=N/NC(=O)c2ccoc2C)cc1COc1c(C)cccc1C	96	95	94	98	·	-39	17	102	0	97	96
10	O=C(Nc1ccccc1)/C(=C/c1ccc2c(c1)OCO2)NC(=O)c1ccco1	106	97	98	99	-8	-16	7	99	-4	100	94
11	COc1cc(C)nc(OCCNS(=O)(=O)c2cc(C)ccc2C)n1	97	99	96	101	·	1	14	100	-3	101	99
12	CC(C)c1cc(C(C)C)c(S(=O)(=O)NNC(=O)c2ccncc2)c(C(C)C)c1	103	101	101	103	·	-14	16	103	-7	100	98
13	O=C(NCCCN1CCOCC1)C1(c2ccccc2)CCCC1	106	102	101	101	·	-2	2	87	-3	103	103
14	Cc1c(Cl)cccc1NC(=O)COC(=O)c1c2c(nc3ccccc13)CCN(Cc1ccccc1)C2	102	97	100	103	-13	-11	10	114	-6	102	96
15	O=C(CN1CCN(C(=O)c2ccccc2)CC1)Nc1ccc(Br)cn1	106	102	99	104	-10	-14	10	100	-2	100	103
16	NS(=O)(=O)c1ccc(NC(=O)COC(=O)CCC2CCCC2)cc1	102	101	96	95	2	-31	-6	99	-1	100	102
17	CS(=O)(=O)N(CCc1ccccc1)CC(=O)NCc1ccccc1Cl	99	102	93	94	·	-12	8	99	1	99	105
18	CCOCCCNCc1ccc(OCCC(C)C)c(OC)c1	101	100	99	100	-3	14	5	94	-1	101	104
19	NCC/C=C1/c2ccccc2CSc2ccccc21	105	99	101	101	·	-8	-2	·	-3	101	97
20	CC1=NN(C(C#N)c2c(C)nn(Cc3ccccc3)c2C)C(C)(C)C1 (stereo not given)	100	99	95	96	-5	-17	12	102	-2	98	105
21	Cc1cc(/C=C(\C#N)C(=O)NCc2ccco2)c(C)n1C1CCCC1	107	103	100	100	-27	1	24	100	0	102	103
22	CCc1ccccc1NC(=S)N(CCN(C)C)Cc1cccs1	99	98	94	97	-3	-19	10	104	-1	98	96
23	Cc1ccc2nc3c(c(C(=O)OCC(=O)N(C)C4CCS(=O)(=O)C4)c2c1)CCCC3 (stereo not given)	96	104	99	102	-17	-12	7	103	-3	100	106
24	O=C(Cn1nnc(-c2ccccc2F)n1)NCCc1ccccc1	108	103	99	107	·	-24	-6	101	0	104	99
25	Cc1onc(-c2c(Cl)cccc2Cl)c1C(=O)NCC1CCCO1 (stereo not given)	?	?	?	?	-7	-11	-1	100	-4	?	?
26	O=C(NC1CCCCC1)c1ccc(S(=O)(=O)N2CCCCC2)cc1	109	100	98	102	·	1	6	101	-7	102	102
27	NS(=O)(=O)c1ccc(NC(=O)COC(=O)C2(c3ccccc3F)CCCC2)cc1	101	96	99	97	-13	2	3	102	-4	97	96
28	COC(=O)c1cc(NC(=O)c2ccc(F)cc2)cc(C(=O)OC)c1	99	98	96	99	-12	2	3	105	0	97	93
29	CC(C)(C)c1ccc(OCC(=O)Nc2ccc3c4c(cccc24)C(=O)NC3=O)cc1	94	95	92	92	27	-25	3	100	1	95	100
30	CCN(c1ccccc1)c1nc(=O)c2cccnc2s1	102	100	96	98	·	-43	4	102	11	100	101
31	COC(=O)c1c(NS(=O)(=O)Cc2ccccc2)sc2c1CCCC2	101	97	95	98	·	-36	30	104	0	99	98
32	Clc1ccccc1-c1ccc(/C=N/Nc2nncc(-c3ccccc3)n2)o1	79*	85	86	84	-7	-50	-5	104	11	91	97
33	Cc1cccc(OCCCc2c(C)n[nH]c2C)c1	105	101	101	107	8	35	29	100	-6	101	100
34	CC(C)CC(=O)NS(=O)(=O)c1ccc(NC(=O)c2ccco2)cc1	100	95	97	96	·	-2	25	104	-2	99	102
35	CCOC(=O)CSc1nnc(CNC(=O)c2ccccc2OC)n1-c1ccc(OC)cc1	98	97	99	99	·	-17	12	106	-1	99	97
36	CC(CCCC(C)(C)O)CC1C2=C(CCCC2=O)OC2=C1C(=O)CCC2 (stereo not given)	100	96	98	96	5	-11	-11	104	0	96	96
37	Cn1nccc1C(=O)Nc1ccccc1C(=O)O	93	91	91	95	10	5	16	102	-1	93	95
38	FC(F)Oc1ccccc1/C=N/n1cnc2ccccc21	102	98	99	100	21	5	15	98	-1	99	96
39	Cc1ccccc1-c1nc2sc(-c3ccccc3)cc2c(=O)o1	101	97	96	99	-30	-10	11	103	0	98	102
40	Cc1ncc([N+](=O)[O-])n1Cc1ccc(F)cc1	101	96	97	101	6	8	0	107	0	99	98
41	COC(=O)C1=C(Cn2cnc3ccccc32)NC(=O)NC1c1cc(C)ccc1C (stereo not given)	91	94	92	94	-14	5	8	103	7	95	93
42	COc1cc(NS(=O)(=O)c2ccc(NC(=S)NC(=O)c3sc4ccccc4c3Cl)cc2)nc(OC)n1	?	?	?	?	-5	66*	69*	100	-4	?	?
43	Cc1ccc(O)c(NC(=S)NC(=O)CC(C)C)c1	104	99	100	101	·	-42	1	104	-3	98	94
44	Cc1cc(C)n(CC(C)C(=O)O)n1 (stereo not given)	103	97	95	95	10	-42	5	99	0	99	101
45	COc1ccc(C(=O)N[C@H](C(=O)OCC(=O)NC(=O)c2cccn2C)C(C)C)cc1	101	99	98	104	-1	-10	0	102	-1	99	100
46	Cc1c(Cl)cccc1Nc1nc(N)nc(CSc2ncccn2)n1	99	98	99	100	·	-7	2	105	0	99	98
47	CCOc1cc(/C=C(\C#N)c2[nH]nc(N)c2C#N)ccc1O	90	90	96	94	11	-56	78*	105	16	91	100
48	CCOc1ccc(Oc2ccc(-c3nnc(-c4ccccc4)o3)cc2[N+](=O)[O-])cc1	95	96	95	97	·	-24	-4	100	-5	98	94
49	O=C(COC(=O)/C(=C/c1cccs1)c1cccs1)NC(c1ccccc1)c1ccccc1	104	100	99	102	15	-26	21	97	-5	100	100
50	CN(C)c1nc(N)nc(Cn2ccnc2)n1	91	94	93	94	-8	-2	-9	102	-3	95	96
51	CCOC(=O)c1ccccc1N/C=C1\CCCC1=O	100	98	97	100	-2	-11	-12	101	0	99	100
52	Cc1ccc2nc(N(CCCN(C)C)C(=O)c3cc4ccccc4oc3=O)sc2c1	103	100	99	105	·	-11	8	104	-4	102	102
53	Cc1ccc(/C=C/C(=O)NC2CCCCCCC2)o1	103	95	99	98	-32	-5	42	87	-10	97	97
54	CCn1cc(CNC(=O)/C=C/c2ccc([N+](=O)[O-])cc2)cn1	105	98	102	104	-3	18	8	100	-3	101	101
55	COc1ccc(/C=C/C(=O)OCC(=O)NC(=O)NC(C)(C)C)cc1	95	94	95	96	-1	-5	13	97	-2	94	95
56	O=C(/C=C/c1c(Cl)nc2ccccn12)Nc1ccc(F)cc1	83	92	92	90	-10	-20	9	104	3	93	100
57	O=C(OCC(=O)c1ccc[nH]1)c1ccc(S(=O)(=O)N2CCCCCC2)cc1	104	104	100	98	8	4	13	101	-1	100	105
58	CCCCCC(=O)N1CCCC(c2nc(-c3ccc(OC)cc3)no2)C1 (stereo not given)	103	100	99	103	-9	-23	21	86	-3	101	100
59	COc1ccc(-c2n[nH]c(=S)n2-c2ccc3c(c2)OCCO3)cc1OC	95	92	94	93	4	-57	11	107	0	91	92
60	CC(C)C(C(=O)Nc1ccc(S(=O)(=O)N2CCOCC2)cc1)N1C(=O)c2ccccc2C1=O (stereo not given)	105	102	101	101	·	-7	8	96	-3	103	103

(listing goes on)
entry	SMILES	Rac1 wt GTP bind	Rab2 wt GTP	Rac1 act GTP bind	Cdc42 wt	Pf gametocyte	Mcl1-Bid inh	Mcl1-Noxa inh	RGS8-Gao reg	Bim-Mcl-1	HRas wt GTP	Rab7 wt GTP bind
61	Fc1cccc(NC(=S)N2CCCC2)c1	103	98	98	101	12	-16	-10	100	0	100	102
62	Cc1ccc(-c2noc(CN(C(=O)C(c3ccccc3)c3ccccc3)C(C)C)n2)cc1	95	93	94	95	6	-35	-3	101	1	95	90
63	COc1ccc(/C=N/NC(=O)Cn2c(Cc3ccc(OC)c(OC)c3)nc3ccccc32)cc1OC	99	99	98	101	15	-8	14	99	0	98	99
64	O=C(COC(=O)c1ccc2c(=O)n3c(nc2c1)CCC3)Nc1ccc(OC(F)F)cc1	97	93	93	94	3	2	-1	101	1	96	98
65	Cc1ccc2oc(-c3ccco3)cc(=O)c2c1	96	99	95	96	2	-11	6	98	3	99	102
